Screening results deposited in PubChem BioAssay by The Scripps Research Institute Molecular Screening Center.
M5 ag = agonists of human muscarinic M5 receptor (CHRM5); P08912; CHO-K1 hM5 cells, Fluo-8 calcium fluorescence; 0% DMSO wells, 100% maximal acetylcholine response; activation, % at 3 µM; 360,000 compounds, 0.19% hits; AID 624037;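 active = activation above the run's mean over test compounds plus 3 SD, cut at about 23% in these data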;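 note: signal is peak over basal fluorescence ratio across the kinetic read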
M1 antag = human CHRM1 antagonism. P11229. CHO-K1 hM1, Fluo-8 calcium fluorescence, ACh EC80 antagonist. inhibition, % at 3 µM. 360,000 compounds, 1.3% hits. AID 588852;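 active = percent inhibition above its own plate's cutoff, namely the mean of that plate's compound wells plus 3 SD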;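 note: peak over basal fluorescence ratio during 140 s after agonist addition; 0% = ACh EC80 plus DMSO and 100% = DMSO alone without agonist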
CHRM4 agonist = agonists of human muscarinic M4 receptor (CHRM4); CHO-K1 hM4/Gqi5, Fluo-8 calcium fluorescence; vehicle 0%, full acetylcholine response 100%; activation, % at 3 µM; 360,000 compounds, 0.14% hits; AID 624127;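 active = activation above the run mean over all test wells plus 3 SD, cut at about 32% in these data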;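 note: peak over basal fluorescence ratio per well then scaled between controls; 0% = DMSO wells and 100% = acetylcholine at EC100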
Target sequence (P08173 whole entry, looked up): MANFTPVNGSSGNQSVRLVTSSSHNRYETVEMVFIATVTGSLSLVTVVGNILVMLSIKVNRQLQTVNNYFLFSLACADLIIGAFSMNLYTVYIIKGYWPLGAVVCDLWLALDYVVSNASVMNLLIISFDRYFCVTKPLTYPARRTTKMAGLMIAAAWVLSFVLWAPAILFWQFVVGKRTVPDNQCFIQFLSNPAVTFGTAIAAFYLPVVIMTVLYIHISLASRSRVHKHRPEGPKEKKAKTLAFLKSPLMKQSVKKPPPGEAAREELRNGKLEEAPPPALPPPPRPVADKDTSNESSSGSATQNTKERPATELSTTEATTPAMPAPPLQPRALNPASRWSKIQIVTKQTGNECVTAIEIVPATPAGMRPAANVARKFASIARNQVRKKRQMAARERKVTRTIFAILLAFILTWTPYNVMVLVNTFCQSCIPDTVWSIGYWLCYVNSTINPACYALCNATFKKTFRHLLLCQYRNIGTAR
TAAR1 agonist = agonists of human TAAR1; Q96RJ0; CHO RD-HGA16 TAAR1, Fluo-8 calcium fluorescence; vehicle wells 0%, saturating PEA agonist 100%; activation, % at 3 µM; 360,000 compounds, 0.99% hits; AID 624467;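 active = activation above the mean activation of all test compounds in the run plus 3 SD, cut at about 38% in these data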
Target sequence (Q96RJ0 whole entry, looked up): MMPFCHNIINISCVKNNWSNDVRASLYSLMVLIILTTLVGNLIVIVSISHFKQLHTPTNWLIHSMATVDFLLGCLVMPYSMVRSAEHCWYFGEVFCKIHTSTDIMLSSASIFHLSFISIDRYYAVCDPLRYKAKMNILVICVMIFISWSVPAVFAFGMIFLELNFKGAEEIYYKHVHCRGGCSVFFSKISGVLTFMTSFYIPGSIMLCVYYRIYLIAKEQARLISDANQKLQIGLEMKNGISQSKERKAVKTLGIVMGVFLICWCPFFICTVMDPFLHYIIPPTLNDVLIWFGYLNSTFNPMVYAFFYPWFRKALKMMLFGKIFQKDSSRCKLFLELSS
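Signal – calcium-sensitive Fluo-8 signal, excitation 470-495, emission 515-575 nm · System – RD-HGA16 (CHO) cells co-expressing Gα16 and hTAAR1 · Incubation – 17-24 h seeding, 75 min 37 °C dye, 30 min RT · Compound dosing – 3 µM single concentration · Repeats – no replicates (n 1)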
CHRM4 antagonist = antagonists of human muscarinic M4 receptor (CHRM4) | P08173 | CHO-hM4 cells, ACh EC80, Fluo-8 calcium fluorescence | inhibition, % at 3 µM | 360,000 compounds, 0.73% hits | AID 624125;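 active = inhibition above its plate's cutoff, the mean inhibition of sample wells plus 3 SD, cut at about 27% in these data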;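 note: 0% = acetylcholine EC80 with DMSO and 100% = DMSO without agonist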
CHRM1 PAM = human CHRM1 positive allosteric modulation; 360,000 compounds, 0.088% hits; P11229; activation, % at 3 µM; AID 588819; CHO-K1 hM1, Fluo-8 calcium fluorescence, ACh EC20; 0% = ACh EC20, 100% = maximal ACh; in the data active = activation above about 19%, passing the limit was not always enough
CHRM5 antagonist = blocks acetylcholine activation of human M5 receptor | P08912 | CHO-hM5 cells, Fluo-8 calcium fluorescence, ACh EC80 | inhibition, % at 3 µM | 360,000 compounds, 0.59% hits | AID 624040;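 active = inhibition above a per-plate cutoff, the mean of that plate's test compounds plus 3 SD, cut at about 27% in these data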;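 note: 0% = acetylcholine EC80 with DMSO and 100% = DMSO without agonist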
M5 PAM = CHRM5 positive allosteric modulation; P08912; CHO-K1 hM5, Fluo-8 calcium, ACh EC20 PAM; 0% = ACh EC20, 100% = ACh EC100; activation, % at 3 µM; 360,000 compounds, 0.3% hits; AID 624038;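 active = activation above the run cutoff, the mean activation of all test compounds plus 3 SD, cut at about 18% in these data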
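Assay system – human M5 receptor in CHO-K1 cells · Read-out – % activation, ACh-normalized · Technique – Fluo-8 calcium fluorescence · Dosing – single-point, 3 µM nominal · Incubation – Fluo-8 loading 80 min at 37 °C plus 30 min room temperature · Repeats – singlicate, one well per test compound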
CHRM1 agonist = human M1 muscarinic receptor agonism; P11229; CHO-K1 hM1, Fluo-8 calcium fluorescence, agonist mode; 0% DMSO, 100% acetylcholine EC100; activation, % at 3 µM; 360,000 compounds, 0.33% hits;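 active = activation above the run's mean compound activation plus 3 SD, cut at about 16% in these data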;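 note: peak over basal fluorescence ratio within a 140 s kinetic read after compound addition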
* hit, by the source's call; · = not tested or not shown. A portion of the library, so the mix of outcomes need not match the whole.

smiles | M5 ag | M1 antag | CHRM4 agonist | TAAR1 agonist | CHRM4 antagonist | CHRM1 PAM | CHRM5 antagonist | M5 PAM | CHRM1 agonist
O=C(c1ccc(Cl)nc1)N1CCN(S(=O)(=O)c2ccc3c(c2)OCCO3)CC1 | -10 | -6 | 3 | -1 | -7 | 5 | 8 | 6 | -7
CC1CCC(NC(=O)C2c3ccccc3C(=O)N2Cc2cccs2)CC1 (centres undefined) | 2 | -8 | -1 | -3 | 7 | 8 | 1 | 1 | -4
CCOc1cc(N2CCOCC2)c(OCC)cc1NC(=O)CSc1n[nH]c(N)n1 | 1 | -6 | 1 | 2 | -4 | 12 | -1 | 11 | -9
CCc1ccc(S(=O)(=O)NCCOc2cccc3cccnc23)cc1 | 1 | -16 | 6 | 0 | 2 | 11 | 3 | -2 | 1
CN(C(=O)/C(N=Nc1cccc(C(F)(F)F)c1)=C(\O)C(F)(F)F)c1ccccc1 | -1 | -10 | 2 | 8 | -6 | 3 | -4 | -5 | -4
CNC(=S)Nc1ccc2[nH]c(=O)[nH]c2c1 | 4 | 4 | 3 | 0 | 1 | 4 | 0 | 1 | -1
Cc1ccc(NC2=NC(c3ccc(F)cc3)n3c(nc(C)cc3=O)N2)c(C)c1 (centres undefined) | -4 | 37* | 1 | 6 | 1 | -14 | -1 | 5 | -7
CCCC(C)NC(=O)c1sc2nc3n(c(=O)c2c1C)CCC3 (centres undefined) | -4 | -15 | 3 | 4 | 1 | 9 | -4 | -10 | -3
Cc1csc(NC(=O)C2CCCC2)n1 | 0 | -3 | 0 | 6 | 23 | 2 | 1 | -1 | -3
Cc1ccc(NC(=O)CNC(=O)c2ccc(OC(F)F)cc2)cc1S(=O)(=O)N1CCCCCC1 | -4 | 4 | 6 | 3 | 9 | -3 | 12 | -4 | -6
O=C(c1ccc(=O)[nH]n1)N1CCN(S(=O)(=O)c2ccc3ccccc3c2)CC1 | -10 | 23 | 2 | 0 | 8 | -4 | 12 | -8 | -8
COc1ccccc1N1CCN(/N=C/C=C/c2ccccc2[N+](=O)[O-])CC1 | -1 | 4 | 6 | 0 | 5 | -5 | 11 | -6 | -5
O=C(O)c1ccc(-c2nc(-c3ccc(Cl)c(Cl)c3)cs2)cc1 | 1 | -4 | 0 | · | -3 | 9 | 4 | -2 | -5
COc1cccc(/C=C/C2=CC(C)(C)NC(=S)N2)c1 | -2 | -1 | 1 | 2 | -8 | 2 | 8 | -4 | -7
Cc1cc(-c2ccc(C(C)C)c(S(=O)(=O)Nc3ccccn3)c2)on1 | -4 | -13 | 2 | 0 | -7 | 14 | 17 | -7 | -4
CCCCC(CC)C(=O)Nc1ccccc1C#N (centres undefined) | 0 | -1 | 0 | 8 | 9 | 4 | -2 | 0 | -5
NC(=S)N/N=C/c1ccc(OC(=O)c2cccnc2)cc1 | -1 | -10 | 3 | 2 | -8 | 4 | -8 | 3 | 1
COC(=O)c1ccc(NC(=O)COc2coc(CN3CCc4ccccc43)cc2=O)cc1 | 2 | 0 | 1 | 2 | -4 | 6 | 6 | -4 | -3
Cc1ccc(C)c(NC(=O)CCC(=O)OC(C(=O)c2ccccc2)c2ccccc2)c1 (centres undefined) | 0 | 12 | 0 | 4 | 1 | 12 | -5 | 3 | -3
Cc1ccc(OCC(=O)NCCCNC(=O)c2cnccn2)cc1C | -2 | -2 | 1 | 2 | 2 | 7 | 2 | 6 | -4
C=CCOc1cccc(C2NC(=O)c3ccccc3O2)c1 (centres undefined) | 1 | -9 | 0 | 1 | -10 | 5 | -24 | 9 | -4
Cc1c(C)n(CC(O)CNCCO)c2ccccc12 (centres undefined) | -3 | -3 | 5 | 2 | -5 | 3 | 1 | -3 | -7
CCN(Cc1ccc(OC)c(F)c1)C(=O)C1CCCO1 (centres undefined) | -3 | -3 | 2 | 2 | 0 | 7 | 4 | -2 | -1
Cc1ccccc1NC(=O)Nc1nc(C(N)C2CCCCC2)cs1 (centres undefined) | 3 | -7 | 9 | 24 | -2 | 12 | 1 | 4 | 7
CCNC(=O)CSc1nc2ccccc2c(=O)n1-c1cc(OC)ccc1OC | 0 | -12 | 3 | 17 | 0 | 6 | -3 | -2 | -3
COc1ccc(C2N(C(=O)N3CCOCC3)CCN2S(=O)(=O)c2ccc(C)cc2)cc1 (centres undefined) | 1 | -9 | 3 | 1 | -2 | 3 | -5 | -4 | -2
Cc1ccc(C23CC4CC(CC(CC(=O)NC(C)(C)CO)(C4)C2)C3)cc1 | 0 | -7 | 3 | 7 | -10 | 12 | -6 | -2 | 1
CCOc1ccc(-n2c(COc3ccc(C)cc3)nnc2SCC(N)=O)cc1 | 3 | -15 | 2 | 22 | -2 | 8 | 3 | -2 | 0
COCCn1c(SCC(=O)NCc2ccco2)nnc1-c1c[nH]c2ccccc12 | -2 | -3 | 2 | 0 | -24 | 2 | -1 | -7 | -1
CCc1cc(C(=O)N2CCCC(C(=O)c3ccc(OC)c(F)c3)C2)n(C)n1 (centres undefined) | 3 | 0 | 5 | 1 | 9 | 3 | 7 | -3 | 0
CC1=C(C(N)=O)C(c2ccccc2)n2nc(-c3cccs3)nc2N1 (centres undefined) | 3 | -16 | 1 | 0 | -9 | 5 | -4 | 0 | -1
Cc1ccc(NC(=O)CCNS(=O)(=O)c2ccc3c(c2)oc(=O)n3C)c(C)c1 | 1 | -3 | 0 | · | 10 | 3 | 5 | 1 | -7
CC(=O)NCCn1c(SCC(=O)c2ccccc2)nc2ccccc2c1=O | 1 | -4 | 5 | 6 | -5 | 6 | 2 | -1 | -3
Cc1ccc(NCN2C(=O)C3CC=CCC3C2=O)cc1 (centres undefined) | -3 | 1 | 1 | 1 | 3 | 5 | -5 | 8 | -4
Cc1nn(-c2ccccc2)c(C)c1CN(C)C(=O)c1ccc(S(=O)(=O)NCc2ccco2)cc1 | 1 | -4 | 2 | 1 | -8 | 0 | -11 | -1 | -4
CC1CCCCC12NC(=O)N(CC(=O)c1ccc[nH]1)C2=O (centres undefined) | -5 | -8 | 1 | 3 | 2 | 9 | 1 | 3 | -1
CC1CN(C(=O)CSc2nnc(-c3ccccc3)o2)CC(C)O1 (centres undefined) | -2 | -9 | 1 | 3 | -10 | 8 | -3 | 22* | -3
Cn1c(C(O)c2ccc3c(c2)OCO3)nc2ccccc21 (centres undefined) | -1 | 5 | 2 | 5 | -3 | -4 | -1 | 5 | -2
CCOc1ncccc1C(=O)Nc1cc(C(F)(F)F)ccc1N1CCOCC1 | -3 | -15 | 0 | 2 | -3 | 20 | 2 | 9 | 0
COCCCNC(=S)N1CCN(c2nc(-c3ccc(F)cc3)cs2)CC1 | 9 | 29 | 17 | 9 | 5 | -18 | 7 | -18 | 0
Cc1ccnc(Nc2nc(-c3ccccc3)cs2)c1 | 10 | -15 | 0 | 0 | -4 | 5 | -17 | 22* | -5
CC1(c2cccc3ccccc23)OC(=O)c2ccccc21 (centres undefined) | -5 | -9 | -1 | -1 | -7 | 6 | 17 | -14 | -3
CCOC(=O)CSc1nnc(-c2cccnc2)n1C | -2 | -10 | 1 | 3 | -15 | 1 | 6 | 2 | -2
CNC(=O)c1ccsc1NC(=O)c1sc2ccccc2c1Cl | 3 | 21 | 14 | 10 | 3 | -6 | 18 | -16 | -2
COc1cccc(C(=O)N2CCOCC2)c1 | 2 | -7 | 1 | 3 | -8 | 10 | -4 | 13 | -5
O=C(O)CC(NC(=O)CCC1CCCCC1)c1cc([N+](=O)[O-])ccc1Cl (centres undefined) | 2 | -8 | 0 | 3 | -2 | 15 | 4 | 14 | -7
COc1cccc(CN(C)C(=O)c2cccc(S(=O)(=O)N3CCN(Cc4ccccc4)CC3)c2)c1OC | 1 | 13 | 19 | 4 | -3 | -9 | 17 | -18 | -2
O=C(CC1SC(=NCC2CCCO2)NC1=O)Nc1cc([N+](=O)[O-])ccc1Cl (centres undefined) | -2 | -9 | 0 | -1 | 2 | 10 | 3 | 0 | -3
O=C(COC(=O)Cc1ccc(F)cc1)NCc1ccco1 | 0 | -3 | 1 | 7 | -1 | 7 | 2 | -6 | -5
O=S1(=O)CC2N=C(N(Cc3ccc(F)cc3Cl)c3ccccc3F)SC2C1 (centres undefined) | 3 | 1 | 3 | 15 | 1 | -2 | 1 | 0 | -2

Later entries.
smiles | M5 ag | M1 antag | CHRM4 agonist | TAAR1 agonist | CHRM4 antagonist | CHRM1 PAM | CHRM5 antagonist | M5 PAM | CHRM1 agonist
COc1ccc(OC)c(NS(=O)(=O)c2ccc(NC(C)=O)cc2)c1 | -3 | -14 | 2 | 11 | 1 | 8 | -6 | 2 | 0
O=C(c1ccco1)N1N=C(c2ccncc2)CC1(O)C(F)(F)F (centres undefined) | 1 | 3 | 3 | 4 | 1 | 1 | 6 | -3 | -1
Cc1ccc(S(=O)(=O)NC(=O)NCc2ccc(F)cc2)cc1 | 3 | -13 | 1 | 7 | 11 | 12 | 10 | -1 | -3
O=C(CSc1nnc(-c2ccccn2)n1Cc1ccccc1)N1CCOCC1 | -1 | 15 | 2 | 6 | 2 | -4 | -3 | -3 | -2
COCCNC(=S)Nc1ccc(N2CCOCC2)c(S(=O)(=O)Nc2ccc(Cl)cc2)c1 | 2 | -15 | 5 | 6 | -7 | 15 | -2 | 0 | 0
Cc1ccc(Cl)cc1NC(=O)C(=O)N1CCCCC1 | 0 | -4 | 1 | -1 | 2 | 3 | 0 | 0 | -5
CCSc1nnc(-c2cnn(-c3ccccc3)c2-n2cccc2)n1C | -3 | -25 | 1 | 5 | 0 | 2 | -1 | -1 | -3
CCOC(=O)Cn1nc(C)n(-c2ccc(C(C)(C)C)cc2)c1=O | 1 | 2 | 0 | 19 | -3 | -3 | 6 | 21* | 0
O=C(Nc1ccc(C(=O)N2CCOCC2)cc1)c1ccccc1Cl | 1 | 8 | 2 | 1 | -6 | -6 | 9 | 8 | -2
CCCNC(=O)N[C@H]1C=C[C@H](CC(=O)OC)O[C@@H]1CO | 1 | · | 2 | 3 | -12 | · | -3 | 0 | ·
Cc1nc(CN2CCCC2=NC#N)n(-c2ccccc2)n1 | 2 | -10 | 1 | 7 | -6 | 12 | -6 | 4 | -7

3 of the compounds above, field by field:
COc1ccc(OC)c(NS(=O)(=O)c2ccc(NC(C)=O)cc2)c1
  M5 ag: -3; M1 antag: -14; CHRM4 agonist: 2; TAAR1 agonist: 11; CHRM4 antagonist: 1; CHRM1 PAM: 8; CHRM5 antagonist: -6; M5 PAM: 2; CHRM1 agonist: 0
COCCNC(=S)Nc1ccc(N2CCOCC2)c(S(=O)(=O)Nc2ccc(Cl)cc2)c1
  M5 ag: 2; M1 antag: -15; CHRM4 agonist: 5; TAAR1 agonist: 6; CHRM4 antagonist: -7; CHRM1 PAM: 15; CHRM5 antagonist: -2; M5 PAM: 0; CHRM1 agonist: 0
Cc1ccc(S(=O)(=O)NC(=O)NCc2ccc(F)cc2)cc1
  M5 ag: 3; M1 antag: -13; CHRM4 agonist: 1; TAAR1 agonist: 7; CHRM4 antagonist: 11; CHRM1 PAM: 12; CHRM5 antagonist: 10; M5 PAM: -1; CHRM1 agonist: -3
